# Screens as filed in PubChem BioAssay.
# Vif-A3F inh – blocks the Vif interaction with APOBEC3F. HeLa A3F-eYFP + Vif (tagged APOBEC3F with the HIV-1 protein that degrades it), YFP fluorescence increase. Potency, µM (series often up to 46.1 µM), for the others: at the top dose activity, negative = active. 390,000 compounds, 0.2% hits; note: potency is the fitted concentration of half-maximal effect; % of control where 0% means no effect; nearly all actives have a fitted effect of over 65% in size
#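 HeLa cells stably expressing A3F-eYFP plus Vif, plated and incubated overnight at 37 deg C, then exposed to compounds overnight at 37 deg C. Blocked degradation read as raised yellow fluorescence (Ex 488/Em 500-530).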
# Vif-APOBEC3G blk – Vif-A3G binding inhibition | Q9HC16 | 410,000 compounds, 0.076% hits | HeLa A3G-eYFP + Vif (tagged APOBEC3G with the HIV-1 protein that degrades it), YFP fluorescence, overnight | Potency, µM (doses to about 46.1 µM), for the others: at the highest dose activity, negative = active, actives largely listed as inhibitors;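 note: potency is the fitted concentration of half-maximal effect; % is set by controls: 0 for no effect and ±100 for the full control effect; nearly all actives have a fitted effect of over 60% in size; hits raise eYFP signal because A3G escapes Vif-driven loss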
# Target sequence (Q9HC16 whole entry, looked up): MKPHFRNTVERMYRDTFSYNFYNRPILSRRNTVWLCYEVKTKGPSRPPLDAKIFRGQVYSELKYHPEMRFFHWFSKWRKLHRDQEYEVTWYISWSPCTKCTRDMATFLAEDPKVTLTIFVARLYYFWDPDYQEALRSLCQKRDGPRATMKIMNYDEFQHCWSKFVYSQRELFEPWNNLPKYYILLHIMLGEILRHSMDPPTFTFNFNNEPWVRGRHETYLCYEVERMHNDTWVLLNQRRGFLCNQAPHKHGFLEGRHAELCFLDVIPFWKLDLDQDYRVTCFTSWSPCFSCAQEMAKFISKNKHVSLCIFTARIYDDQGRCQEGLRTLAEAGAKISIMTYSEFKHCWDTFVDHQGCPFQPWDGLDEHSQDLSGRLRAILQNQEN
#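 Read-out is eYFP fluorescence (Ex 488/Em 500-530) from Vif-expressing HeLa A3G-eYFP cells; more signal means A3G escaped Vif-mediated degradation. Cells plated overnight, compound pinned in, incubated overnight at 37 deg C.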
# USP1 inh – inhibitors of human USP1/UAF1 deubiquitinase. O94782. recombinant USP1/UAF1, Ub-Rhodamine cleavage fluorescence. Potency, µM (highest dose often 57.1 µM), inactives show at the highest dose activity change, negative = inhibition, most hits filed as inhibitors. 390,000 compounds, 0.23% hits. AID 743255; note: potency is the fitted concentration of half-maximal effect; % is set by controls: 0 for no effect and ±100 for the full control effect; nearly all actives have a fitted effect of over 60% in size; inactives centre near -12
#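 Step one: compound is pinned into 1nM USP1/UAF1 in HEPES pH 7.8 buffer with TCEP. Step two: 15 min room-temperature incubation. Step three: Ub-Rho (150nM final) starts cleavage, tracked by fluorescence over six one-minute reads.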
# TrxR1 substrate – rat thioredoxin reductase 1 substrate activity. purified TrxR1 substrate turnover, NADPH consumption readout. Potency, µM (titrated, usually from 114 µM), for inactives: top-dose activity change, negative = substrate turnover. O89049. 390,000 compounds, 0.01% hits; note: potency is the fitted concentration of half-maximal effect; % is set by controls: 0 for no effect and ±100 for the full control effect; nearly all actives have a fitted effect of over 50% in size
# Target sequence (O89049 whole entry, looked up): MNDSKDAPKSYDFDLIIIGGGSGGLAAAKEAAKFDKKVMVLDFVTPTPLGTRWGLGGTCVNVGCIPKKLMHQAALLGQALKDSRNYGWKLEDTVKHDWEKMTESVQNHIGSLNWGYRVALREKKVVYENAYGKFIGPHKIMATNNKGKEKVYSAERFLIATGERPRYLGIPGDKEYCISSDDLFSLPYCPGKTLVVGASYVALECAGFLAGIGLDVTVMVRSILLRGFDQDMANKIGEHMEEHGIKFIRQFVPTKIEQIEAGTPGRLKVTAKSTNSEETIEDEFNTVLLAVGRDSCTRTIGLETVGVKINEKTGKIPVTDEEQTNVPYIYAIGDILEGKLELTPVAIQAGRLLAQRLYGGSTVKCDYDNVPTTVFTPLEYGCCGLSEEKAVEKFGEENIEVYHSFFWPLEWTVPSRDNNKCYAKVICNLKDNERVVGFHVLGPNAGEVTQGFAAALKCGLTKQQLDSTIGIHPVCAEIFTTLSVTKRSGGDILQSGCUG
#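 Rat TrxR1, dispensed at 90 nM, was prereduced with 400 uM NADPH (final) for 5 min at ~22 deg C, then incubated with compound 15 min before 400 uM selenite. A first-read NADPH fluorescence drop versus no-compound background flagged substrates.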
# TrxR1 inh – rat TrxR1 inhibition; recombinant rTrxR1, NADPH fluorescence consumption, selenite substrate; Potency, µM (top dose mostly 114 µM), without a hit: at the highest dose activity change, negative = inhibition, hits mostly inhibitors; 390,000 compounds, 1% hits; AID 588453; note: potency is the fitted concentration of half-maximal effect; % is set by controls: 0 for no effect and ±100 for the full control effect; nearly all actives have a fitted effect of over 65% in size
#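 Rat TrxR1 (90 nM in the dispensed reagent) was pre-reduced with 400 uM NADPH for 5 min at room temperature, then incubated with compound for 15 min. After 400 uM selenite was added, NADPH fluorescence (Ex 340/Em 450 nm) was followed for 8 min.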
# mIDH1 inhibitor – blocks human mutant IDH1 R132H enzyme; O75874; Potency, µM (titrated, usually from 76.6 µM), without a hit: at the top dose activity change, negative = inhibition, most hits filed as inhibitors; IDH1-R132H enzyme, NADPH consumption, diaphorase/resazurin fluorescence; 390,000 compounds, 0.093% hits; AID 602179; note: potency is the fitted concentration of half-maximal effect; % is set by controls: 0 for no effect and ±100 for the full control effect; nearly all actives have a fitted effect of over 65% in size
#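 IDH1-R132H (0.5 ug/mL dispensed) in pH 7.5 Tris buffer was preincubated 30 min with compound, then given a substrate mix of 0.016 mM NADPH and 2 mM alpha-KG for 80 min at room temperature; remaining NADPH was read by diaphorase/resazurin fluorescence.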
# RGS4 inhibitor – human RGS4 inhibition. P49798. Transcreener GDP fluorescence polarization, RGS4-accelerated GTP hydrolysis. Potency, µM (doses to about 114 µM), for the others: at the top dose activity change, negative = inhibition, actives largely listed as inhibitors. 390,000 compounds, 0.039% hits. AID 504845; note: potency is the fitted concentration of half-maximal effect; % is set by controls: 0 for no effect and ±100 for the full control effect; nearly all actives have a fitted effect of over 75% in size; some results filed as inactive show a strong effect at the top dose
# Target sequence (P49798 whole entry, looked up): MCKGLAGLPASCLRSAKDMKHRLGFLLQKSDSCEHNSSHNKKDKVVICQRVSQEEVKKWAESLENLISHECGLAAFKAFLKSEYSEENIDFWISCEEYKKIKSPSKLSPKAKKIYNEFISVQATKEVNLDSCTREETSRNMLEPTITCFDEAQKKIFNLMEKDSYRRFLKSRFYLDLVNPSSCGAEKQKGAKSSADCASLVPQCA
#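 MLSMR compounds (23 nl, pin-transferred) preincubated 10 min at room temperature with a 500nM (2x) first reagent, then RGS4 at 900nM (2x) plus Transcreener GDP mix added; fluorescence polarization (620/688 nm) read before and after 90 min at 30 °C.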
# LDHA inh – LDHA (human) enzyme inhibition | purified LDHA, NADH/diaphorase-resazurin fluorescence; stronger effect = lower value | P00338 | activity change, % (values are at about 110 or 230 µM) | 480,000 compounds, 0.15% hits; in the data active = activity change below about -30%; inconclusive = mostly about -25% to -30%;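 note: plate controls were DMSO wells for no effect and wells without enzyme for full effect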
#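 Remaining NADH was detected by diaphorase (0.133 mg/mL) converting 37 µM resazurin to fluorescent resorufin, read at 0 and 20 minutes. The preceding 5-minute room-temperature reaction used 2 nM LDHA, 0.2 mM sodium pyruvate and 0.06 mM NADH at pH 7.4.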
# GRP78 ERSR act – ER stress response induction in glioma. U87-MG GRP78 promoter luciferase reporter, 16 h. 420,000 compounds, 0.02% hits. AID 602332. Potency, µM, for inactives: at the highest dose activation, most hits filed as activators; note: potency is the fitted concentration of half-maximal effect; series mostly up to about 76 µM; % of control where 0% means no effect; nearly all actives have a fitted effect of over 35% in size
#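 ERSR induction read as luciferase luminescence (Bright-Glo, 10 min at room temperature) in stably transfected human U87-MG glioma cells exposed to compounds for 16 h, using GRP78 as sensor.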
# The depositor's hits bear a star; ? = inconclusive; · = not tested or not shown; [ ] = dose if it differs, or a comment. Unless noted, calls come from the whole dose curve; as a rule, active = well fitted curve in the direction sought with a large enough effect; inconclusive = small, poorly fitted or top-dose-only effect, or another doubt; inactive = no such curve, though single readings can be large; an effect the other way counts as inactive or inconclusive. Some of the compounds tested; the hit share may differ from the screen's.
SMILES,Vif-A3F inh,Vif-APOBEC3G blk,USP1 inh,TrxR1 substrate,TrxR1 inh,mIDH1 inhibitor,RGS4 inhibitor,LDHA inh,GRP78 ERSR act
Cc1ccc([C@@H]2CC=C(C(=O)O)[C@H](c3ccc(F)cc3)N2S(=O)(=O)c2ccc(C)cc2)cc1,3%,0%,-16%,11%[57.1 µM],23%[57.1 µM],-1%,-3%,-10,-5%
COc1ccc(/C=C/c2nc(-c3ccccc3O)n[nH]2)cc1,-15%,-12%,-28%,4%,-24%,1%,-6%,-10,4%
O=C(COC(=O)CNS(=O)(=O)c1ccccc1)Nc1ccc(Cl)cn1,·,2%,-17%,-5%,6%[2.29 µM],9%,-4%,-4,-5%
O=C(CN1C(=O)NC(Cc2ccccc2)C1=O)NC(=O)NC1CCCCC1 (stereo not drawn),-3%,-4%,-18%,8%[57.1 µM],3%[57.1 µM],2%,10%,2,-1%
CCc1cccc(NC(=O)c2ccc3c(=O)n4nc(Nc5ccccc5OC)sc4nc3c2)c1,-5%,-10%,?,-4%,4%,-3%,17%,-4,?
Cc1ccc(OCc2nc(C#N)c(NCCc3ccccc3)o2)cc1,0%,3%,-23%,-2%,13%,9%,-23%,-2,-1%
COC(=O)c1ccccc1OCCCOc1ccc(C=O)cc1OC,0%,-1%,-10%,-10%,8%[57.1 µM],4%,-13%,3,-9%
CCCCCOC(=O)c1ccc(OC(=O)c2cncc(Br)c2)cc1,-5%,0%,4%,4%,14%,3%,13%,-7,5%
Cc1ccc(C2C(C(=O)c3ccco3)=C(O)C(=O)N2c2nnc(C)s2)cc1 (stereo not drawn),7%,-4%,-15%,-9%,-16%,16%,-9%,8,-1%
CCCn1nc(NC(=O)CC(C)C)c2cc3ccccc3nc21,-11%,0%,-15%,38%[activator],29%,7%,-10%,-7,-2%
COc1ccc(NC(=O)CSc2ncnc3c2nnn3-c2ccc(F)cc2)c(OC)c1,2%,-4%,-15%,3%,34%,-4%,-14%,-3,-3%
Cc1ccc(C(C)C)c(OCc2ccc(C(=O)N/N=C/c3ccc(O)cc3O)cc2)c1,-9%,-29%,-30%,1%,14%,-2%,-1%,-4,-12%
COc1ccc(-n2ncc3c(SCC(=O)OC(C)C)ncnc32)cc1,-11%,1%,-26%,·,·,12%,·,4,-5%
Cn1[nH]c(C(F)(F)F)c(C=Nc2ccc(Cl)cc2)c1=O,-2%,1%,-5%,-4%,11%,-1%,-12%,-8,-3%
Cc1c(/C=C(\C#N)C(=O)Nc2cccc(Cl)c2)c2ccccc2n1Cc1ccccc1Cl,-15%,3%,-16%,-5%,0%,0%,17%,-5,-4%
Cc1ccc(Oc2nnc(-c3ccccc3)cc2C#N)cc1,-7%,-3%,-30%,6%[57.1 µM],11%,1%,-34%,-7,-2%
CCn1c(SCC(=O)N2CCOCC2)nc2c(c1=O)SC(C)C2 (stereo not drawn),-7%,0%,-4%,11%[57.1 µM],10%[57.1 µM],9%,-3%[11.4 µM],-7,-8%
CCOc1cc2c3c(c1)C(C)=CC(C)(C)N3C(=O)C2=O,-17%,-4%,-7%,1%,7%,0%,3%,0,-3%
CCOC(=O)C(C(=O)OCC)C1OC(=O)c2cc3c(cc21)C(=O)OC3C(C(=O)OCC)C(=O)OCC (stereo not drawn),-15%,?,-12%,-1%[57.1 µM],-2%[57.1 µM],0%,?,-14,-8%
CC(C)C(NC(=O)OCc1ccccc1)C(=O)NCC(=O)OC(C)(C)C (stereo not drawn),7%,-1%,-12%,11%[57.1 µM],7%[57.1 µM],0%,17%,-1,3%
Cc1ccc(C(=O)Cn2nnc3ccccc32)cc1,1%,0%,-15%,-4%,-4%,5%,-8%,-4,-1%
CCOc1ccc(-c2noc(CCC(=O)NCC3CCCO3)n2)cc1OC (stereo not drawn),-13%,0%,-2%,-10%,12%[57.1 µM],19%,6%,-8,5%
CCNC(=O)CN(c1ccc(Br)c(C)c1)S(C)(=O)=O,-19%,1%,-14%,5%[57.1 µM],22%[57.1 µM],3%,-14%,-2,-3%
Cc1cc2c(cc1NC(=O)c1ccccc1Cl)n(C)c(=O)c(=O)n2C,0%,3%,-18%,6%[57.1 µM],13%[57.1 µM],-4%,13%,-2,-1%
O=C(Nn1c(-c2ccc(Br)cc2)nc2ccccc2c1=O)c1ccc([N+](=O)[O-])cc1,-4%,-21%,2%,8%[57.1 µM],9%[57.1 µM],-2%,28%,-5,-3%
# Further results:
SMILES,Vif-A3F inh,Vif-APOBEC3G blk,USP1 inh,TrxR1 substrate,TrxR1 inh,mIDH1 inhibitor,RGS4 inhibitor,LDHA inh,GRP78 ERSR act
CCN(C(=O)CSc1nnc(Nc2ccccc2)s1)C1CCS(=O)(=O)C1 (stereo not drawn),8%,-8%,-23%,11%[57.1 µM],13%[57.1 µM],-11%,1%,0,-4%
CCCN(C(=O)c1cc2c(=O)oc3ccc(C)cc3c2s1)c1ccc(OCC)cc1,1%,-1%,-21%,6%,23%,3%,-3%,0,-3%
COc1ccc(Cl)cc1NC(=O)CN(C)C(=O)c1ccc(N2CCCCCC2)c([N+](=O)[O-])c1,-1%,-4%,-16%,-15%,-5%,6%,5%,-3,-5%
COc1ccc(CN2CCn3ncc(C(=O)Nc4ccc(Cl)cc4Cl)c3C2=O)cc1,8%,0%,6%,19%[57.1 µM],10%[57.1 µM],6%,18%,-1,-5%
O=C(c1cccnc1)N1N=C(c2cccs2)CC1c1ccc(F)cc1 (stereo not drawn),10%,-10%,-12%,-15%,24%[57.1 µM],9%,-10%,-11,-2%
COc1ccc2nc(SCC(=O)Nc3c(C)cccc3C)[nH]c2c1,5%,1%,-20%,-5%,-1%,17%,-25%,-5,-6%
Cc1ccc(S(=O)(=O)NC(=O)N2CCCC(C)(C)C2)cc1,1%,-4%,-7%,-6%,5%[57.1 µM],2%,14%,-4,-4%
O=C(NCCCCc1ccccc1)c1ccc(Br)cc1,0%,-4%,-13%,-7%,3%,-3%,14%,-17,5%
CCOc1ccccc1NC(=O)N1CCC(c2nc3ccccc3[nH]2)CC1,-2%,-1%,-2%,9%,4%,-5%,-6%,-2,-5%
CC(C)c1ccc(/C=C/C(=O)N2CCOCC2)cc1,-1%,-6%,-3%,9%[57.1 µM],11%[57.1 µM],6%,-28%,-2,1%
Cc1ccccc1CN(C)CC(=O)Nc1c(C)cccc1C(C)C,7%,4%,-9%,5%,3%,2%,-14%,4,-2%
CN(C)c1ccc(CNC(=O)c2ccc(Cn3c(=O)c4cccn4c4cccnc43)cc2)cc1,0%,-9%,-11%,17%,17%,5%,3%,-3,-2%
O=c1oc(-c2ccccc2)cc(Cl)c1Cl,?,-26%,-13%,14%[57.1 µM],5.6µM*,2%,15%,-5,-13%
CCOC(=O)c1[nH]c(C)c(CN(C(C)=O)c2ccc(OCC)cc2)c1C,?,15%,-19%,3%,13%,1%,8%,-2,-5%
CCN(C(=O)CSc1nnc2ccccn12)C1CCS(=O)(=O)C1 (stereo not drawn),-8%,2%,?,19%[57.1 µM],15%[57.1 µM],-3%,3%,-6,3%
CC(C)N(C(=O)CSc1nc(Cc2ccccc2)nc2ccccc12)C(C)C,0%,-1%,-15%,-14%,-12%,2%,28%,-7,-4%
Oc1ccc(/C=N/N2CCCCC2)c(O)c1,-27%,2%,-4%,9%[57.1 µM],8%,1%,15%,7,3%
COC1=CC(=O)OC(C)(c2ccccc2)C1 (stereo not drawn),5%,3%,-10%,?,-10%,-2%,-4%,-7,-1%
O=C1CSC(=Nc2ccc(F)cc2)N1,-14%,-6%,-3%,-4%,-1%,7%,4%,-3,1%
COc1ccc(CC(=O)N/N=C(/C)CC(=O)N(C)c2ccccc2)cc1,3%,0%,-17%,-1%[57.1 µM],-1%[57.1 µM],4%,2%,2,7%
N#CCCn1nc(-c2ccccc2)cc1-n1c(C(F)(F)F)nc2ccccc21,-4%,0%,-23%,1%,15%,4%,-16%,0,-4%
CC(=O)c1ccc(S(=O)(=O)NC2CC2)cc1,5%,1%,6%,3%,6%,-7%,5%,3,-4%
CC(C)CNC(=S)Nc1ccc(Oc2ccccc2)cc1,-20%,1%,-20%,-15%,-20%,-2%,-1%,-1,-2%
CC1(C)SC2C(NC(=O)C3(N)CCCCC3)C(=O)N2C1C(=O)O (stereo not drawn),-14%,1%,1%,8%[57.1 µM],29%[57.1 µM],1%,12%,-2,-3%
COc1ccc(Cn2c(O)c(/C=N/NC(=O)c3cccnc3)c3ccccc3c2=O)cc1,-8%,-18%,32µM*,-14%,13%[57.1 µM],-1%,-18%,-7,-2%
COC(=O)c1c(C)[nH]c(C(=O)C(C)OC(=O)C2CC2)c1C (stereo not drawn),6%,-2%,-19%,-9%,0%,2%,24%,-1,-1%
Cc1ccc(NC(=O)CCCn2c(=O)c3cccn3c3ccccc32)c(Cl)c1,-8%,2%,?,4%,21%,0%,-2%,2,-2%

# Some values from above.
# CCN(C(=O)CSc1nnc(Nc2ccccc2)s1)C1CCS(=O)(=O)C1 (stereo not drawn) in Vif-A3F inh reads 8%
# Oc1ccc(/C=N/N2CCCCC2)c(O)c1 in RGS4 inhibitor reads 15%
